USP2a block: qHTS Assay for Inhibitors of Ubiquitin-specific Protease USP2a Using CHOP2 as the Reporter. USP2 core, Ub-CHOP2 coupled fluorogenic reporter, 485/531. Potency, µM (titrated, usually from 38.3 µM), for inactives: top-dose activity change, negative = inhibition, usual class: inhibitors. hit rate 0.01% among 330,000;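 also: potency is read from the fitted curve at half-maximal effect; plate controls were DMSO wells for no effect and full inhibition by NEM control for full effect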
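Cell-free coupled assay: 10nM USP2 core preincubated 30min RT with compound in Tris-HCl pH 8.0/CaCl2/CHAPS buffer, then 25nM Ub-CHOP2 and 25nM reporter substrate; fluorescence (Ex 485/Em 531) read after 60min RT, normalized to NEM inhibition, concentration-response curves fitted.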
PKM2 activator: qHTS Assay for Activators of Human Muscle isoform 2 Pyruvate Kinase; hit rate 0.34% among 260,000; purified PKM2, Kinase-Glo ATP luminescence, activation; response scale: 0% is enzyme alone, no compound; AID 1631, 2009; Pyruvate kinase PKM (Homo sapiens), P14618; Potency, µM (doses to about 57.5 µM), inactives show top-dose activation, hits mostly activators; also: potency is read from the fitted curve at half-maximal effect; % is scaled to controls: 0 for no effect and ±100 for the full control effect; nearly all actives have a fitted effect of over 55% in size
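ATP formation by purified human PK-M2, quantified via coupled luciferase luminescence after 1 h at room temperature with 0.1 mM ADP and 0.5 mM PEP final.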
Coupling enz: qHTS Assay for Inhibitors of Fructose-1,6-bisphosphate Aldolase from Giardia Lamblia: Coupling assay counterscreen; coupling enzyme system counterscreen, AmpLite Red fluorescence; AID 2472, 2010; hit rate 0.67% among 290,000; activity change, negative = inhibition, % at 58.2 µM, hits read low; in the data active = activity change below about -30%; also: % is scaled to controls: 0 for no effect and ±100 for the full control effect
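Final compound at 57.5 uM, incubated 10 min at RT with coupling enzyme reagent (glyceraldehyde-3-phosphate), then 20 min with substrate and AmpLite Red detection. Fluorescence read at 525/598 nm; tests interference with the coupling assay, not aldolase inhibition.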
Giardia killer: Small Molecules that selectively kill Giardia lamblia: qHTS; Giardia lamblia trophozoite viability; activity change, % at 7.66 µM, hits read low; hit rate 0.15% among 340,000; in the data active = activity change below about -80%; inconclusive = between about -30% and that limit;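 also: parasites exposed to compound for two days anaerobically before the ATP read; % is scaled to controls: 0 for no effect and ±100 for the full control effect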
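Killing of trophozoites was scored by loss of ATP luminescence after a 48 hrs anaerobic exposure to compounds at 37 deg C, using 100 cells per well.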
Menin MLL FP TR: qHTS Assay for Inhibitors Targeting the Menin-MLL Interaction in MLL Related Leukemias: Competition With Texas Red Labeled MLL-derived Mutant Peptide; Menin + Texas Red MLL mutant peptide, fluorescence polarization; Potency, µM (series often up to 61.6 µM), inactives show at the highest dose FP activity change, negative = inhibition, hits mostly inhibitors; hit rate 0.23% among 270,000; active = well fitted inhibition curve with a large enough effect in the polarisation, with a control signal flat, not every such curve was filed as active; inconclusive = small, poorly fitted or top-dose-only effect, or effect the other way, or a change in a side signal; inactive = no such curve, though single readings can be large or run the other way; the % refers to the polarisation; also: potency is read from the fitted curve at half-maximal effect; % of control where 0% means no effect; many of its hits are not listed in these tables
B2AR arrestin: qHTS assay of beta-arrestin-biased ligands of beta2-adrenergic receptor | Beta-2 adrenergic receptor (Homo sapiens), P07550 | beta-arrestin recruitment to beta2AR, cell-based reporter | Potency, µM (doses to about 46.1 µM), for the others: at the top dose activation, hits mostly activators | hit rate 0.02% among 330,000 | AID 492947, 2010;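 also: potency is read from the fitted curve at half-maximal effect; 0% = DMSO controls and full agonism = EC100 isoproterenol or metaproterenol; nearly all actives have a fitted effect of over 65% in size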
GALK inhibitor: qHTS Assay for Inhibitors of Human Galactokinase (GALK) | P51570 | Purified GALK, Kinase-Glo residual ATP luminescence | Potency, µM (series often up to 57.5 µM), for the others: at the highest dose activity change, negative = inhibition, actives largely listed as inhibitors | hit rate 0.007% among 270,000; also: potency is read from the fitted curve at half-maximal effect; % is scaled to controls: 0 for no effect and ±100 for the full control effect
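Compounds were pin-transferred into ATP buffer (35 uM final), then GALK plus galactose (5 nM, 100 uM final) was added. After 1 h at room temperature, Kinase-Glo Plus was added and luminescence read after 10 min.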
KCNH2 WT inh: qHTS for Inhibitors of KCHN2 3.1: Wildtype qHTS | Voltage-gated inwardly rectifying potassium channel KCNH2 (Homo sapiens), Q12809 | U2OS, BacMam KCNH2, thallium flux FluxOr; hits give low values | activity change, % at 1.84 µM | hit rate 0.37% among 340,000 | AID 720551, 2013;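 active = maximum activity change below -70%; inconclusive = maximum activity change between -70% and -50%; inactive = maximum activity change above -50%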; also: % is scaled to controls: 0 for no effect and ±100 for the full control effect
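U2OS cells were transduced with wild-type KCNH2 virus (2.03 x 10^8 / mL) for 4 h at room temperature, then cultured overnight at 37 C. Thallium flux was read with FluxOr dye. Rate constants were normalized to DMSO controls.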
MLL CXXC-DNA inh: qHTS Fluorescence Polarization Assay for Inhibitors of MLL CXXC domain - DNA interaction | hit rate 0.037% among 290,000 | Histone-lysine N-methyltransferase 2A (Homo sapiens), Q03164 | AID 2662, 2010 | MLL-CXXC / FITC-HOXA9 DNA fluorescence polarization | Potency, µM (highest dose often 115 µM), without a hit: at the top dose activity change, negative = inhibition, most hits filed as inhibitors; active = well fitted inhibition curve with a large enough effect in the polarisation, with a control signal flat, not every such curve was filed as active; inconclusive = small, poorly fitted or top-dose-only effect, or effect the other way, or a change in a side signal; inactive = no such curve, though single readings can be large or run the other way; the % refers to the polarisation; also: potency is read from the fitted curve at half-maximal effect
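Fluorescence polarization: 7 uM MLL-CXXC (stock) preincubated 5 min with compounds, then 50 nM fluorescein-HOX-A9 DNA (stock) added; 30 min ambient. Buffer 50 mM Tris-HCl pH 7.5, 50 mM NaCl, 1 mM DTT, 0.05% BSA.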
KCNH2 3.1 inh: qHTS for Inhibitors of KCHN2 3.1: Mutant qHTS | activity change, % (tested at about 1.8 µM) | hit rate 0.95% among 340,000 | Potassium voltage-gated channel subfamily H member 2, brain isoform KCNH2 3.1 (human) | AID 720553, 2013 | U2OS KCNH2 3.1, thallium flux FluxOr; hits give low values;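 active = maximum activity change below -70%; inconclusive = maximum activity change from -70% to -50%; inactive = maximum activity change above -50%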;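 also: thallium influx rate constant from kinetic fluorescence after stimulation buffer; % is scaled to controls: 0 for no effect and ±100 for the full control effect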
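Virally transduced U2OS (3.1 isoform, 4 h infection in dark at RT) → overnight 37 C → FluxOr + Red40 in HBSS/HEPES, 45 min → stimulation buffer, 2 min kinetic read → rate constant vs DMSO controls.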
TRPV1 agonist: HTS Assay for Compounds that Act as Agonists of the Vanilloid Receptor 1; TRPV1-expressing cells, Fluo-8 calcium influx, agonist mode; activation, % at 8.33 µM; hit rate 0.19% among 320,000; AID 540275, 2011; in the data active = activation above about 80%; inconclusive = between about 30% and that limit; also: 0% is about no effect
Target sequence (Q8NER1 whole entry, looked up): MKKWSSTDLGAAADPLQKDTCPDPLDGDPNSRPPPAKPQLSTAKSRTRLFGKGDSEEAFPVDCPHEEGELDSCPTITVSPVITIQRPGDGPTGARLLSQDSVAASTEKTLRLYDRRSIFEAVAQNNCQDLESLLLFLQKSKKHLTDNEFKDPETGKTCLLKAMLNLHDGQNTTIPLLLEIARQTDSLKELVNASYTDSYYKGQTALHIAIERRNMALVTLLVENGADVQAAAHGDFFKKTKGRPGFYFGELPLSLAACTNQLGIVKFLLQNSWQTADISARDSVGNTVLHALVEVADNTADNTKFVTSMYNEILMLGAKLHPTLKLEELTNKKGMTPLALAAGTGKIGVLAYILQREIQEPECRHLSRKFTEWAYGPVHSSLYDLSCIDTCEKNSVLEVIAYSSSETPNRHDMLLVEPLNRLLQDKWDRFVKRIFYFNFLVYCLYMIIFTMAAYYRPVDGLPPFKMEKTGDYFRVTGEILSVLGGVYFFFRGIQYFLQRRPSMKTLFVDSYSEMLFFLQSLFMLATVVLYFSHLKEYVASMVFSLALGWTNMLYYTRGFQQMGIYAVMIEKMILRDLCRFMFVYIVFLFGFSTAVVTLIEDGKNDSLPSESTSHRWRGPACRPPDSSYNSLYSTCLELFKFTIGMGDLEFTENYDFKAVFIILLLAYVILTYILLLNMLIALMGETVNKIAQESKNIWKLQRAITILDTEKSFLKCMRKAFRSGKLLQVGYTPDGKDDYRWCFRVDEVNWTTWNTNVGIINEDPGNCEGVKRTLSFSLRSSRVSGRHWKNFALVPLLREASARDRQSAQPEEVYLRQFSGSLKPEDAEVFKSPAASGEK
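Cells expressing TRPV1 were dye-loaded with Fluo-8 and read kinetically: 10 s baseline, 3 min after compound (agonist portion), then 2 min after EC20 capsaicin (allosteric enhancer portion). Calcium-bound dye fluorescence at 480/520 nm.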
* hit, by the source's call; ? = inconclusive; . = not tested or not shown; & = joins results of further samples; [ ] = dose if it differs, or a comment. Unless noted, calls follow the shape of the dose curve; as a rule, active = well fitted curve in the direction sought with a large enough effect; inconclusive = small, poorly fitted or top-dose-only effect, or another doubt; inactive = no such curve, though single readings can be large; an effect the other way counts as inactive or inconclusive. This is a subset, so the mix of outcomes need not match the whole.

SMILES	USP2a block	PKM2 activator	Coupling enz	Giardia killer	Menin MLL FP TR	B2AR arrestin	GALK inhibitor	KCNH2 WT inh	MLL CXXC-DNA inh	KCNH2 3.1 inh	TRPV1 agonist
COc1ccccc1NC(=O)c1cccnc1	.	-14%	0	2	1%	.	0%	-10	-2%	-24	0
Cc1nn(C(C)C(=O)N2CCc3ccccc3C2)c(=O)c2cc3occc3n12 (stereo not given)	-5%	-6%	-2	-27	-17%	-0.8%	-2%	3	5%	-4	4
O=C(COC(=O)/C=C/c1ccccc1Cl)NCCc1ccc(Cl)cc1Cl	3%	-3%	0	11	-4%	2.5%	-4%	-2	5%	5	-5
CCOC(=O)C1CCN(c2c(NCCN3CCN(c4ccccc4)CC3)c(=O)c2=O)CC1	0%	1%	3	-14	1%	0.3%	-1%	26	5%	1	0
CN(CCNC(=O)C1CCN(c2ncnc3c2nc2n3CCCCC2)CC1)Cc1ccccc1	-3%	.	1	11	-28%	0.1%	9%	1	10%	8	3
Cc1ccccc1N1CCN(C2CCCN(C(=O)c3cn4cccc(C)c4n3)C2)CC1 (stereo not given)	2%	5%	0	-7	-11%	-0.8%	.	0	0%	6	18
CCCCC(O)(CCCC)C(=O)NNc1ccccc1	1%	-1%	-1	3	0%	3.7%	.	1	5%	-20	4
O=C1Nc2ccccc2/C1=C/c1cccnc1	-3%	5%	0	0	-10%	0.1%	-3%	1	1%	13	-1
OC(c1cccs1)(c1cccs1)C1C[N+]2(CF)CCC1CC2 (stereo not given)	1%	5%	3	0	9%	-0.1%	1%	-8	-10%	-18	1
CCOc1ccc(C(=O)Nc2ccc(Cl)cn2)cc1Cl	-1%	1%	-1	-1	.	0.0%	-1%	-6	2%	-5	.
CCCCNC(=O)c1ccc2c(c1)N(CC)C(=O)c1ccccc1S2(=O)=O	-1%	16%	0	39[activator]	-2%	-0.2%	0%	22	9%	4	3
CC1(C)CC(=O)C(Br)=C(O)C1	13%	-5%	2	-8	-10%	0.0%	0%	-7	14%	1	-3
COC(=O)[C@@H]1C[C@@]2(O)[C@H](O)[C@H](O)[C@H](O)C[C@H]2N1CC(c1ccccc1)c1ccccc1	-10%	-1%&-1%	4&6	-2	1%	-1.0%	4%	-2	-1%	-29	1
CCC(=O)Nc1cccc(NC(=O)CSc2nnc(-c3ccc(NS(C)(=O)=O)cc3)n2C)c1	0%	-3%	3	-10	11%	-0.3%	-1%	2	12%	-8	-1
CCOC(=O)C(=NC(C)CC)NNc1cccc(C(F)(F)F)c1 (stereo not given)	-1%	2%	-6	-15	-14%	0.1%	1%	14	7%	1	17
COc1ccc(C(=O)COC(=O)C2CCN(c3ccc(C(F)(F)F)cn3)CC2)c(OC)c1	3%	.	.	4	.	0.3%	.	0	.	-1	3
CC(=O)c1ccc(N2CCN(S(=O)(=O)c3ccc4c(c3)CC(=O)N4C)CC2)cc1	0%	.	-1	4	15%	0.2%	1%	-2	19%	-2	-2
O=C(Nc1ccc(NC(=O)c2ccncc2)cc1)c1ccncc1	2%	-2%	-1	.	-13%	-0.8%	-3%	.	-11%	.	-6
C=CCn1c(N)cc(=O)nc1SCC(=O)Nc1cccc2ccccc12	-8%	0%	0	0	6%	0.4%	0%	3	4%	4	1
CN1CCN(C(=O)C2=C[C@@H](C3CC3)C[C@@H](OCc3ccc(CO)cc3)O2)CC1	6%	4%	1	-1	9%	-0.3%	2%	-3	-20%	19	2
C(=C\c1ccccc1)/CSc1nnc(-c2cccnc2)n1Cc1ccco1	1%	-2%	0	27	-11%	-1.8%	3%	3	-2%	-13	-5
O=C(CSc1ccccc1)Nc1ccc(N2CCOCC2)cc1	2%	-6%	-1	12	-5%	-0.5%	0%	-6	-1%	-19	-2
COc1ccc(CC(=O)N2CCOCC2)cc1OC	-3%	-8%	1	11	6%	-0.3%	2%	13	2%	10	-5
O=C(Nc1ccc(F)cc1)c1ccc2[nH]c(=O)c(=O)[nH]c2c1	-3%	.	0	22	-12%	-1.2%	3%	-33	-1%	5	3
CCN(CC)C(=O)Cn1cc(S(=O)(=O)CC(=O)Nc2ccc(OC)c(OC)c2)c2ccccc21	0%	-1%	.	-15	.	-0.4%	-10%	1	-5%	.	-1

The listing continues.
SMILES	USP2a block	PKM2 activator	Coupling enz	Giardia killer	Menin MLL FP TR	B2AR arrestin	GALK inhibitor	KCNH2 WT inh	MLL CXXC-DNA inh	KCNH2 3.1 inh	TRPV1 agonist
COc1ccc(CCC(=O)N2CCN(S(=O)(=O)c3ccc(OC(F)(F)F)cc3)CC2)cc1	-1%	.	.	-11	.	-0.5%	.	9	.	9	-7
O=S(=O)(c1ccc(OCC(O)CN2CCN(c3ccccc3O)CC2)cc1)N1CCOCC1 (stereo not given)	4%	7%	1	-3	-6%	-0.6%	4%	7	-2%	18	-1
O=C(O)C1CCCN1C(=O)C1CCN(S(=O)(=O)c2cccc(C(F)(F)F)c2)CC1 (stereo not given)	1%	.	.	-2	.	-0.1%	.	-1	.	-23	1
CCN=c1scc(-c2ccc(F)cc2)n1/N=C/c1ccccn1	0%	-1%	-1	2	-21%	?	6%	-3	3%	2	5
CCNCCNC(=O)c1c(O)c2ccccc2n(CC)c1=O	-2%	1%	10	16	11%	-1.0%	1%	-9	6%	-12	-2
COc1ccc(CCN2C(=NC(=O)CC(C)C)SC3CS(=O)(=O)CC32)cc1 (stereo not given)	0%	5%	1	-2	.	-0.2%	-1%	-11	-9%	3	18
Cc1c(C(=O)N2CCCC2)oc2ccc(Br)cc12	3%	.	.	9	.	-1.0%	-6%	11	15%	-3	?
CCC(C)N(C(=O)CSc1ncnc2c1cnn2-c1ccccc1)C1CCS(=O)(=O)C1 (stereo not given)	1%	.	.	-13	.	0.0%	.	0	.	-7	0
CC(C)Cc1nc(N2CCCCC2)c(C#N)c2c1CCC2	-4%	-7%	5	-15	?	0.0%	-2%	2	0%	-8	6
CCN(CC(=O)Nc1ccc(OC)cc1)C(=O)COc1cccc2c1OC(C)(C)C2	1%	.	.	4	.	-0.3%	.	0	.	0	6
CC(=O)Nc1ccc(S(=O)(=O)Nc2cc([N+](=O)[O-])ccc2C)cc1	0%	1%	0	20	-1%	0.4%	0%	-12	-2%	-4	3
Cc1ccc(S(=O)(=O)CCC(=O)OCC(=O)N(C)C2CCS(=O)(=O)C2)cc1 (stereo not given)	2%	.	.	26	.	0.2%	.	0	.	7	0
CCOc1cc(C(=O)OCc2ccc(OC)cc2)ccc1OCC(=O)N1CCOCC1	0%	.	.	?	.	-1.4%	.	-6	.	-11	29
CC(NC(=O)c1ccco1)c1cccc2ccccc12 (stereo not given)	1%	3%	2	-19	-3%	-0.5%	-1%	-7	6%	2	18
c1ccc(Nc2nc(-c3ccccc3)nc3ccccc23)cc1	2%	6%	0	0	?	0.2%	1%	-2	5%	5	15
Cc1noc(C)c1S(=O)(=O)Nc1ccc(C(C)C)cc1	-2%	.	2	-2	-3%	-0.3%	1%	-14	3%	-6	4
Cc1ccsc1C(=O)NNC(=O)C1CC=CCC1C(=O)O (stereo not given)	2%	2%	-1	-2	-3%	-0.9%	2%	-12	4%	2	1
CCOC(=O)c1cc(-c2ccccc2)n(CC(=O)Nc2cc(OC)cc(OC)c2)c1C	4%	5%	-1	14	?	-0.4%	1%	8	-5%	-2	-2
Cc1cc(C(=O)Nc2ccccc2C)on1	1%	.	1	43[activator]	4%	-0.1%	7%	3	1%	37	1
CN(C)CCCN(C(=O)CCc1ccccc1)c1nc2ccc(Cl)cc2s1	1%	-1%	4	-9	-4%	-1.2%	0%	7	12%	-27	3
